RORg inh = inhibitors of mouse ROR gamma transcriptional activity; P51450; Drosophila S2 Gal4-RORgamma UAS-luciferase reporter, 20 h; Potency, µM (series often up to 53.6 µM), inactives show at the top dose activity change, negative = inhibition, hits mostly inhibitors; actives 5.4% (n = 310,000); AID 2551; note: % is set by controls: 0 for no effect and ±100 for the full control effect; nearly all actives have a fitted effect of over 60% in size
Target sequence (P51450 whole entry, looked up, the tested form may be a part): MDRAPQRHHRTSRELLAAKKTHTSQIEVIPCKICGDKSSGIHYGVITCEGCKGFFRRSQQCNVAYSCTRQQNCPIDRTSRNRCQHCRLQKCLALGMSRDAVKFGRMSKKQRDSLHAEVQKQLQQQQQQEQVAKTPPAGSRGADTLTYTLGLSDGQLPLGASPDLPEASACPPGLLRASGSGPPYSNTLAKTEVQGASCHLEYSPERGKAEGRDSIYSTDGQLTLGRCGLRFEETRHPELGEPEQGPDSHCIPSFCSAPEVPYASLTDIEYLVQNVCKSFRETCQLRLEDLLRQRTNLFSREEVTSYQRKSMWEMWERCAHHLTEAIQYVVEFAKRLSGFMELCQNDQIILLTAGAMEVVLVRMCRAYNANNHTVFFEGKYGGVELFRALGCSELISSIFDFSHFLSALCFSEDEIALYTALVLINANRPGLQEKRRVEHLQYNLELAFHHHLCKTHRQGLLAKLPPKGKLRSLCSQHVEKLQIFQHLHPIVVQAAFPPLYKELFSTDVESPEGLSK
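A Gal4/UAS one-hybrid system in insect cells: metallothionein-promoter Gal4–ROR gamma fusion plus Photinus luciferase reporter. Copper sulfate 700 uM final, 20 hr ambient incubation, luminescent detection after 10 min with reagent.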
ELG1 genotoxic = induces genotoxicity in HEK293T cells with luciferase-tagged ELG1; HEK293T ELG1-luciferase reporter, luminescence, 16 h; Potency, µM (top dose mostly 46 µM), inactives show at the top dose activity change, positive = activation, actives largely listed as activators; actives 1.3% (n = 330,000); AID 504466; note: % of control where 0% means no effect; nearly all actives have a fitted effect of over 60% in size
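HEK293T cells expressing luciferase-tagged ELG1 were treated with compound or DMSO for 16 hr at 37°C. Luciferase activity was then read after 30 min with ONE-Glo at room temperature; rising signal flags genetic stress.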
uPA surface inh = inhibitors of cell surface uPA generation | cell surface uPA generation assay, qHTS | Potency, µM (highest dose often 38.3 µM), for inactives: top-dose activity change, negative = inhibition, hits mostly inhibitors | actives 0.31% (n = 330,000) | AID 540303; active = well fitted inhibition curve with a large enough effect; inconclusive = small, poorly fitted or top-dose-only effect; inactive = no such curve, though single readings can be large or run the other way; tested in mouse RAW 264.7 cells; note: % is set by controls: 0 for no effect and ±100 for the full control effect; nearly all actives have a fitted effect of over 55% in size
FLuc modulator = firefly luciferase modulation, counter-screen for miR-21 project; P08659; purified FLuc, Km substrates, luminescence inhibition; Potency, µM (doses to about 57.5 µM), without a hit: at the top dose activity change, negative = inhibition, usual class: inhibitors; actives 6.9% (n = 360,000); AID 588342;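 note: plate controls were vehicle for no effect and reference inhibitor for full effect; nearly all actives have a fitted effect of over 55% in size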
Target sequence (P08659 whole entry, looked up): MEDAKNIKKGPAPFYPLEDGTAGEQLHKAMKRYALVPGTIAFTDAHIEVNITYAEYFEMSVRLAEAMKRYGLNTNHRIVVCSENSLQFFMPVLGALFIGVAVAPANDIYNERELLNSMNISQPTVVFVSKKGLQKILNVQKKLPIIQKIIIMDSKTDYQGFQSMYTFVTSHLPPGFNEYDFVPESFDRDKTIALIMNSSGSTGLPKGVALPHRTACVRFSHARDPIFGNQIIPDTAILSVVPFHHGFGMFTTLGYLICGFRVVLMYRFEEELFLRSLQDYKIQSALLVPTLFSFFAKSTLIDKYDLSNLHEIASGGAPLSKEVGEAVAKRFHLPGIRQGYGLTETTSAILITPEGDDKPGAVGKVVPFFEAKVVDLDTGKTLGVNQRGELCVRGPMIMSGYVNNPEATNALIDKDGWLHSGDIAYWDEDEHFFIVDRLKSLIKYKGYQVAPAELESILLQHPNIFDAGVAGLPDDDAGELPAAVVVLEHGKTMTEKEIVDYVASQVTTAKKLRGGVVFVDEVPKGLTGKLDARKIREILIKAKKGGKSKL
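Purified P. pyralis luciferase, 10 nM final, with Km-level 10 uM D-luciferin and 10 uM ATP in 50 mM Tris acetate pH 7.5, 10 mM Mg acetate, 0.01% Tween-20, 0.05% BSA; 6-point qHTS titration about 60 µM downward; luminescence read.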
NPC1 prom act = NPC1 promoter activation. actives 2.4% (n = 320,000). AID 485313. Potency, µM (highest dose often 9.22 µM), for inactives: top-dose activation, hits mostly activators. Huh7 NPC1 promoter luciferase reporter, 24 h;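 note: % of control where 0% means no effect; nearly all actives have a fitted effect of over 60% in size; reporter is driven by a mutant NPC1 promoter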
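Cells: Huh7 expressing luciferase under the NPC1 promoter, 1500/well. Seeded 2 h, compound added, incubated 24 h at 37 °C. Luciferase reagent, 10 min ambient, then luminescence.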
MBNL1-CUG inh = MBNL1-poly(CUG) RNA binding inhibition; TR-FRET MBNL1-His/biotin-(CUG)12 binding, 665/545 ratio; Potency, µM (titrated, usually from 57.5 µM), for the others: at the highest dose activity change, negative = inhibition, most hits filed as inhibitors; actives 0.036% (n = 280,000); active = well fitted inhibition curve with a large enough effect in the signal ratio, with a control signal flat, not every such curve was filed as active; inconclusive = small, poorly fitted or top-dose-only effect, or effect the other way, or a change in a side signal; inactive = no such curve, though single readings can be large or run the other way; the % refers to the signal ratio; note: % is set by controls: 0 for no effect and ±100 for the full control effect
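Compound titration spanned 92 nM–58 uM against the MBNL1-His/biotin-(CUG)12 complex. After 60 min at room temperature with 5 nM streptavidin-XL665 and 0.055 ng/ul terbium anti-His, ratiometric 665/545 nm emission (Ex 340 nm) normalized to controls.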
p53 reactivation = restores transcriptional activity of mutant p53 | AID 504706 | Potency, µM (highest dose often 92.2 µM), inactives show at the top dose activity change, positive = activation, actives largely listed as activators | actives 0.063% (n = 320,000) | H1299 p53-A138V BP100-luciferase reporter, luminescence, 24 h; note: % of control where 0% means no effect; nearly all actives have a fitted effect of over 45% in size
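p53-null H1299 cells stably carrying temperature-sensitive p53-A138V and a BP100-luciferase reporter were pinned with compounds (4-point, 1:5 series) and held 24 hrs at 37 deg C. Luminescence was read 10 min after detection reagent.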
BRCA1 expr act = BRCA1 expression activation | MCF7-BRCA1-FFLuc reporter, luminescence, 48 h; response scale: scaled: vehicle 0%, 10 µM genistein 100% | Potency, µM (top dose mostly 46.1 µM), for inactives: at the highest dose activation, actives largely listed as activators | actives 1.1% (n = 380,000); note: nearly all actives have a fitted effect of over 80% in size; some results filed as inactive show a strong effect at the top dose
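Luminescence from a BRCA1-driven firefly luciferase in MCF7 cells was read after 48 h compound exposure at 37 C. Data normalized against DMSO and a 10microM genistein activation control, then curve-fitted across the titration.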
Rab9 prom act = Rab9 promoter activation | Huh7 Rab9 promoter-luciferase reporter, luminescence, 24 h | Potency, µM (series often up to 9.22 µM), inactives show at the highest dose activation, negative = inhibition, usual class: activators | actives 2.8% (n = 320,000) | AID 485297; note: % of control where 0% means no effect; nearly all actives have a fitted effect of over 60% in size
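Steps: seed 1500 Huh7 Rab9-luc cells per well, rest 2 h at 37 °C; add compound in DMSO; incubate 24 h; add luciferase reagent, 10 min ambient; read luminescence.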
Gal4-VP16 FLuc = Gal4-VP16 reporter inhibition counter-screen; Drosophila S2 Gal4-VP16 UAS-luciferase, luminescence, 20 h; Potency, µM (doses to about 53.6 µM), for the others: top-dose activity, negative = inhibition, actives largely listed as inhibitors; actives 3.5% (n = 310,000); AID 2546;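 note: Gal4-VP16 expression switched on by copper sulfate through the metallothionein promoter; % is set by controls: 0 for no effect and ±100 for the full control effect; nearly all actives have a fitted effect of over 50% in size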
Active calls of the source: *; ? = inconclusive; nt = not tested or not shown; & = joins results of further samples; [ ] = another dose, or the depositor's remark. Unless noted, calls come from the whole dose curve; as a rule, active = well fitted curve in the direction sought with a large enough effect; inconclusive = small, poorly fitted or top-dose-only effect, or another doubt; inactive = no such curve, though single readings can be large; an effect the other way counts as inactive or inconclusive. Potency is the fitted concentration of half-maximal effect.

Every second line gives: RORg inh | ELG1 genotoxic | uPA surface inh | FLuc modulator | NPC1 prom act | MBNL1-CUG inh | p53 reactivation | BRCA1 expr act | Rab9 prom act | Gal4-VP16 FLuc
- COCCN=c1scc(-c2ccccc2)n1/N=C/c1c[nH]c2ccccc12
    ? | -2% | 4% | ? | 9% | 5% | 9% | 59% | -1% | -19%
- O=C(O)CCn1ccc2cc(S(=O)(=O)N3CCCCCC3)ccc21
    0% | 1% | 6% | 7% | 0% | -1% | 5% | -4% | 2% | 0%
- CCSc1nnc(NC(=O)C2CSC3(C)CCC(=O)N23)s1 (stereo not drawn)
    nt | 0% | -8% | nt | nt | nt | 3% | -13% | nt | nt
- O=C(/C(=N/O)n1cncn1)c1ccccc1Cl
    1% | -1% | 3% | -1% | -1% | 0% | 5% | 11% | -3% | 0%
- O=C(O)CC1(CC(=O)NCc2ccccn2)CCCCC1
    -12% | 2% | 4% | 1% | 1% | nt | -1% | 7% | -2% | 4%
- O=c1c2ccccc2ncn1CCCOc1ccccc1[N+](=O)[O-]
    13% | ? | nt | 15µM* | 4µM* | 7% | ? | ? | 3.5µM* | 16%
- Cc1ccc(-c2nn(Cc3ccccc3)cc2C(=O)N2CCN(c3ccccn3)CC2)cc1
    nt | 2% | -27% | 3% | 1% | nt | -4% | -11% | -7% | nt
- O=C(Oc1ccc(=O)n(-c2ccccc2)n1)c1cccc(Cl)c1
    -19% | 0% | 5% | -18% | -1% | -15% | -1% | 1% | 4% | -18%
- COc1cccc(NC(=O)C(NC2CCCC2)c2ccccc2)c1 (stereo not drawn)
    24% | -1% | 4% | -1% | -1% | 0% | 3% | -11% | 0% | -1%
- Cc1cc(C)n(Cc2ccccc2F)c(=O)c1C#N
    -16% | 4% | -15% | -1% | 1% | -8% | 4% | -1% | -5% | -2%
- O=C(COc1ccc(F)cc1Br)N1CCc2ccccc21
    0%[0.365 µM] | 1.6µM* | 1% | 0.76µM* | 2.8µM* | 5% | ? | ? | 0.63µM* | nt
- CCn1c2ccccc2c2cc(NC(=O)c3ccco3)ccc21
    26% | 15% | -28% | ? | 6% | -8% | 6% | -3% | 8% | 10%
- C=Cc1ccc(C2=CC(=O)C[C@H](c3ccc(OC)cc3)C2)cc1
    nt | 2% | 19% | -13% | 3% | nt | 10% | 90% | -2% | nt
- O=C(COc1cccnc1[N+](=O)[O-])NCc1ccc2c(c1)OCO2
    -6% | 4% | 4% | -2% | -5% | ? | 1% | 9% | 12% | 0%
- CC(C)CN(CC(C)C)C(=O)C12CCC(C)(C(=O)C1)C2(C)C (stereo not drawn)
    -20% | -1% | 6% | 3% | 3% | 5% | 4% | -25% | -8% | -8%
- Cc1ccc2nc3c(c(Nc4ccc(O)cc4)c2c1)CCC3
    -3% | -3% | ? | -3% | -4% | -5% | -3% | -33% | -2% | 5%
- Cc1ccccc1NC(=O)c1c([N+](=O)[O-])cnn1C
    -36% | -2% | ? | 9% | -15% | 12% | nt | 1% | 5% | -2%
- Cc1cc(/C=N\NC(=O)CC(=O)NC2CCCCC2)c(C)n1-c1ccc(Cl)c(Cl)c1
    16% | -1% | nt | 0% | 0% | -6% | 2% | -36% | -2% | -4%
- COC(=O)C1=C(N)Oc2cc(C)n(CC3CCCO3)c(=O)c2C1c1ccc(Cl)cc1 (stereo not drawn)
    30% | 0% | -1% | 1% | -4% | 6% | -8% | -36% | 7% | -16%
- Cc1ccccc1Nc1cccc2nonc12
    -44% | -1% | -1% | 1% | -3% | nt | -6% | -40% | 0% | ?

Just FLuc modulator, Gal4-VP16 FLuc and MBNL1-CUG inh, for 2 of the compounds above:
compound	FLuc modulator	Gal4-VP16 FLuc	MBNL1-CUG inh
Cc1ccc(-c2nn(Cc3ccccc3)cc2C(=O)N2CCN(c3ccccn3)CC2)cc1	3%	nt	nt
O=C(Oc1ccc(=O)n(-c2ccccc2)n1)c1cccc(Cl)c1	-18%	-18%	-15%

The results go on:
Every second line gives: RORg inh | ELG1 genotoxic | uPA surface inh | FLuc modulator | NPC1 prom act | MBNL1-CUG inh | p53 reactivation | BRCA1 expr act | Rab9 prom act | Gal4-VP16 FLuc
- Cc1onc(-c2c(F)cccc2Cl)c1C(=O)N1CCOC12CCCCC2
    8% | -7% | 1% | 0% | 2% | 10% | 3% | -13% | 0% | -6%
- Cc1ccc(OCCN2CCOCC2)cc1C
    7% | 8% | 2% | -16% | 28% | -3% | ? | 93% | 23% | 6%
- Cc1cccn2c(CNC3CCCc4ccccc43)c(C(=O)N3CCOCC3)nc12 (stereo not drawn)
    -22% | -7% | 5% | 2% | 0% | -5% | -2% | -12% | 8% | 9%
- Cc1ccc(C)c(NC(=O)C(=O)NCCc2c[nH]c3ccccc23)c1
    ? | -1% | 1% | -1% | -3% | -3% | 2% | 14% | -2% | -15%
- COCCn1c(SCC(=O)NCc2ccc3c(c2)OCO3)nnc1C(C)C
    -2% | 7% | 11% | 2% | -3% | -2% | 4% | -5% | 4% | -10%
- CC1CC(C)CN(S(=O)(=O)c2ccc3c(c2)CC(C)N3C(=O)C2CCC2)C1 (stereo not drawn)
    8% | -8% | ? | -1% | 1% | 0% | 10% | -32% | -1% | -5%
- O=C(CC1Nc2ccccc2NC1=O)NC1CCCCC1 (stereo not drawn)
    7% | 0% | -2% | -12% | 3% | 11% | 6% | 8% | 17% | 4%
- O=C(NCCc1ccc(Cl)cc1)C(=O)c1c[nH]c2ccccc12
    ? | -2% | 1% | -3% | -2% | 18% | -3% | -12% | 1% | 2%
- CCN(CC)C(=O)CSc1nc2ccccc2c(=O)n1-c1cccc(OC)c1
    -10% | 1% | 4% | -3% | 1% | -4% | -12% | -29% | -2% | 4%
- CC(SC(=S)N1CCCC1)C(=O)O (stereo not drawn)
    -21% | -1% | 2% | -2% | -4% | -14% | 3% | 0% | 8% | -12%
- Cc1ccc(Cl)cc1N1CCN(C(=O)C2CCN(S(C)(=O)=O)CC2)CC1
    -2% | -3% | -2% | -1% | -5% | -6% | 5% | -4% | 1% | 2%
- Cc1ccc(/C=C/C(=O)NN2CCN(C)CC2)cc1
    11% | 8% | -12% | -2% | 8% | 15% | 1% | 10% | 11% | -4%
- C/C(=N\Nc1ccc(C(=O)O)cc1)c1ccc2c(c1)Nc1ccccc1S2
    13% | 11% | 6% | 2.1µM* | ? | 28% | 5% | 0% | ? | -2%
- N#CCC(=O)Nc1ccc(C(=O)OCc2ccccc2Oc2ccccc2)cc1
    20% | -4% | 2% | 5% | -5% | 7% | -3% | -60% | 2% | 4%
- CC1CCCN(C/C(O)=C(\C#N)c2nc3ccccc3[nH]2)C1 (stereo not drawn)
    ? | -1% | 0% | -4% | -5% | -2% | 21% | 21% | 8% | ?
- COc1cc(C(C(=O)NC2CCCCC2)N(C(=O)c2cnccn2)c2ccccc2)cc(OC)c1OC (stereo not drawn)
    4% | -2% | 9% | 1% | 0% | -1% | 4% | -16% | -5% | -3%
- C/C(CC(=O)NC1CCCC1)=N\NC(=O)Cc1cccs1
    1% | 1% | nt | 5% | -2% | 5% | -3% | 1% | 7% | -8%
- CCOC(=O)c1sc(=NC(=O)c2ccc(S(=O)(=O)N3CC(C)OC(C)C3)cc2)n(C)c1C (stereo not drawn)
    -2% | 4% | -18% | 5% | -3% | 29% | -6% | 2% | -16% | 0%
- N#C/C(=C/c1ccco1)C(N)=S
    -1% | -2% | 1% | -5% | 4% | ? | -3% | 2% | -3% | -23%
- COc1ccc(CCNC(=O)CSc2c[nH]c3ccccc23)cc1OC
    20% | -3% | -7% | 0% | 2% | -11% | 4% | -5% | -7% | -9%

New compounds follow:
Every second line gives: RORg inh | ELG1 genotoxic | uPA surface inh | FLuc modulator | NPC1 prom act | MBNL1-CUG inh | p53 reactivation | BRCA1 expr act | Rab9 prom act | Gal4-VP16 FLuc
- c1ccc(OCc2nn3c(Cn4nnc5ccccc54)nnc3s2)cc1
    24% | 1% | -7% | -12% | -1% | -3% | -13% | 0% | 0% | 11%
- COc1cccc(-c2nc(CS(=O)(=O)CC(=O)NCCc3ccccc3)c(C)o2)c1
    3% | -4% | -5% | -1% | 3% | 5% | -13% | -24% | -3% | -16%
- CN(CC(=O)Nc1sccc1C#N)S(=O)(=O)c1ccc(F)cc1
    nt | -1% | -3% | 2% | -3% | nt | 0% | -12% | -1% | nt
- COc1ccccc1NC(=S)NNC(=O)c1nn(C)c(C)c1Br
    -42% | 7% | -5% | 15µM* | 14% | 11% | ? | ? | 0% | 5%
- COC(=O)[C@@H]1C[C@H]2CC[C@H](O)C[C@H]2N1Cc1ccccc1OC(=O)c1cccs1
    -5%&-14% | 0% | -1% | -1% | -4% | 3% | -8% | 4% | -5% | 7%&-9%
- COc1ccc(OC)c(C2=NOC(C(=O)N3CCN(c4ccccc4)CC3)C2)c1 (stereo not drawn)
    11% | -7% | -13% | 1% | 0% | 5% | -1% | -25% | 5% | 4%
- CC(C)CNS(=O)(=O)c1ccc(CCC(=O)NCc2ccc(Cl)cc2)cc1
    26% | -2% | 0% | 0% | -2% | 2% | -11% | 0% | -3% | -6%
- CC(C)C(=O)Nc1ccc(-c2nc3ncccc3o2)cc1
    ? | ? | ? | 4.3µM* | 0.5µM* | 19% | nt | 55% | 0.5µM* | ?
- CCOc1ccc(C(CC(=O)O)NC(=O)C(CC)c2ccccc2)cc1 (stereo not drawn)
    1% | 0% | 3% | 1% | 1% | -3% | 0% | 13% | 0% | -1%
